# Screening data deposited in PubChem BioAssay by National Center for Advancing Translational Sciences (NCATS).
# Giardia killer: Giardia lamblia killing | Giardia lamblia trophozoite viability | hit rate 0.15% among 340,000 | AID 540267 | activity change, % at 7.66 µM, hits read low; in the data active = activity change below about -80%; inconclusive = between about -30% and that limit;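 note: parasites exposed to compound for two days anaerobically before the ATP read; % is set by controls: 0 for no effect and ±100 for the full control effect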
#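 Luminescent ATP signal served as the viability read-out, measured 15-30 min after adding ATP detection reagent to trophozoites that had been incubated with compounds for 48 hrs at 37 deg C anaerobically at 100 cells/well.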
# RORg inh: blocks mouse ROR gamma transcriptional activity; Potency, µM (top dose mostly 53.6 µM), for inactives: top-dose activity change, negative = inhibition, actives largely listed as inhibitors; AID 2551; hit rate 5.4% among 310,000; Drosophila S2 Gal4-RORgamma UAS-luciferase reporter, 20 h; note: potency is the fitted concentration of half-maximal effect; % is set by controls: 0 for no effect and ±100 for the full control effect; nearly all actives have a fitted effect of over 60% in size
#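 Drosophila S2 cells stably expressing Gal4-DBD/mouse RORγ fusion under metallothionein promoter plus UAS-luciferase; compound 1 h, then 700 uM CuSO4 induction for 20 h at ambient temperature; inhibition read as reduced luminescence.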
# p53 reactivator: mutant p53 re-activation in reporter cells; H1299 p53-A138V BP100-luciferase reporter, luminescence, 24 h; hit rate 0.063% among 320,000; AID 504706; Potency, µM (top dose mostly 92.2 µM), for the others: at the top dose activity change, positive = activation, most hits filed as activators; note: potency is the fitted concentration of half-maximal effect; % of control where 0% means no effect; nearly all actives have a fitted effect of over 45% in size
#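 p53-null H1299 cells stably carrying temperature-sensitive p53-A138V and a BP100-luciferase reporter were pinned with compounds (4-point, 1:5 series) and held 24 hrs at 37 deg C. Luminescence was read 10 min after detection reagent.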
# FLuc modulator: inhibits or activates purified firefly luciferase, miR-21 counter-screen | P08659 | purified FLuc, Km substrates, luminescence inhibition | Potency, µM (doses to about 57.5 µM), without a hit: top-dose activity change, negative = inhibition, actives largely listed as inhibitors | hit rate 6.9% among 360,000;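 note: potency is the fitted concentration of half-maximal effect; plate controls were vehicle for no effect and reference inhibitor for full effect; nearly all actives have a fitted effect of over 55% in size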
# Target sequence (P08659 whole entry, looked up): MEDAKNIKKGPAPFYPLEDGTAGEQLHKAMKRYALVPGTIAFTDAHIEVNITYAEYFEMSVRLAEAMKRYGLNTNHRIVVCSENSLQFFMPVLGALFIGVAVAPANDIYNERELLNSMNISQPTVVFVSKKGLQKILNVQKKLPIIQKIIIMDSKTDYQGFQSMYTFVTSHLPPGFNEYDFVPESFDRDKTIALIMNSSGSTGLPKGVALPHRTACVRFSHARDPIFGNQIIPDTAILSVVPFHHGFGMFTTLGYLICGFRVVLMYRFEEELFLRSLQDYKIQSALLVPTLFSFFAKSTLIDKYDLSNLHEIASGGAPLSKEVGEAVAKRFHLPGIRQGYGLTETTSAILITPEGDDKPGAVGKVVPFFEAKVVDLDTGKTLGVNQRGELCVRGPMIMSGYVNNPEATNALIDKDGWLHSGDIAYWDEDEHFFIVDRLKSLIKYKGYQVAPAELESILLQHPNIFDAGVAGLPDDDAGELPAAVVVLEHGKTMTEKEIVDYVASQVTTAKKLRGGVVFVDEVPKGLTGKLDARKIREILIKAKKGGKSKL
#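 Biochemical qHTS of compounds, final roughly 60 µM downward over six points, against 10 nM purified firefly luciferase using Km concentrations of substrates (10 uM D-luciferin, 10 uM ATP) in Tris acetate pH 7.5 buffer; luminescence output.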
# Menin-MLL TR inh: inhibitors of human menin-MLL interaction, mutant MLL peptide; O00255; Menin + Texas Red MLL mutant peptide, fluorescence polarization; Potency, µM (series often up to 61.6 µM), for the others: top-dose FP activity change, negative = inhibition, hits mostly inhibitors; hit rate 0.23% among 270,000; AID 1768; active = well fitted inhibition curve with a large enough effect in the polarisation, with a control signal flat, not every such curve was filed as active; inconclusive = small, poorly fitted or top-dose-only effect, or effect the other way, or a change in a side signal; inactive = no such curve, though single readings can be large or run the other way; the % refers to the polarisation; note: potency is the fitted concentration of half-maximal effect; % of control where 0% means no effect; many of its hits are not listed in these tables
# PKM2 act: activators of human pyruvate kinase M2; P14618; hit rate 0.34% among 260,000; AID 1631; purified PKM2, Kinase-Glo ATP luminescence, activation; response scale: 0% is enzyme alone, no compound; Potency, µM (titrated, usually from 57.5 µM), for inactives: at the highest dose activation, hits mostly activators; note: potency is the fitted concentration of half-maximal effect; % is set by controls: 0 for no effect and ±100 for the full control effect; nearly all actives have a fitted effect of over 55% in size
# Target sequence (P14618 whole entry, looked up): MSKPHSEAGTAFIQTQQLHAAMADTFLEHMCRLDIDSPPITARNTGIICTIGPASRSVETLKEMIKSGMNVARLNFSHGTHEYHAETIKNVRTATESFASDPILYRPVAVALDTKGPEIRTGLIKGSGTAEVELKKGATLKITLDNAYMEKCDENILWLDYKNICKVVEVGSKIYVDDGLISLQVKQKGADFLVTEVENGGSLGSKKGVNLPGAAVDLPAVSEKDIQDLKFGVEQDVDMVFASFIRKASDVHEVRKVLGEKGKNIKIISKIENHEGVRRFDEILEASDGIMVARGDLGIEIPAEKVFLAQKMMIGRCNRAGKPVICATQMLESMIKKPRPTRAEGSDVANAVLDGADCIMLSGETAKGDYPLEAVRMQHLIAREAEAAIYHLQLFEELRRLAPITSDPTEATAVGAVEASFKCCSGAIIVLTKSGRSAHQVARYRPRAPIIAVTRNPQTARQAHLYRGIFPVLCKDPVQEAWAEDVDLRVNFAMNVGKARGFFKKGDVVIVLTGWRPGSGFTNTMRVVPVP
#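 Purified hPK-M2 (>95% pure) converted ADP (0.1 mM final) to ATP with 0.5 mM PEP in 50 mM imidazole pH7.2, KCl, MgCl2, Tween 20, BSA; 1 h at room temperature. ATP detected by Kinase-Glo luminescence.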
# VP16 counter: counter-screen for ROR gamma inhibitors: Gal4-VP16 reporter; Drosophila S2 Gal4-VP16 UAS-luciferase, luminescence, 20 h; hit rate 3.5% among 310,000; Potency, µM (titrated, usually from 53.6 µM), without a hit: at the top dose activity, negative = inhibition, actives largely listed as inhibitors; AID 2546;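 note: Gal4-VP16 expression switched on by copper sulfate through the metallothionein promoter; potency is the fitted concentration of half-maximal effect; % is set by controls: 0 for no effect and ±100 for the full control effect; nearly all actives have a fitted effect of over 50% in size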
# ELG1 genotox: induces genotoxicity in HEK293T cells with luciferase-tagged ELG1; AID 504466; Potency, µM (titrated, usually from 46 µM), inactives show at the highest dose activity change, positive = activation, actives largely listed as activators; HEK293T ELG1-luciferase reporter, luminescence, 16 h; hit rate 1.3% among 330,000; note: potency is the fitted concentration of half-maximal effect; % of control where 0% means no effect; nearly all actives have a fitted effect of over 60% in size
#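 Luminescence read-out: rising ELG1-luciferase signal, reflecting elevated ELG1 protein under genetic stress, flags genotoxic compounds. Cells were treated for 16 hr at 37 °C before ONE-Glo detection.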
# NPC1 promoter act: NPC1 promoter activation; Huh7 NPC1 promoter luciferase reporter, 24 h; Potency, µM (titrated, usually from 9.22 µM), without a hit: at the highest dose activation, most hits filed as activators; hit rate 2.4% among 320,000; AID 485313;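 note: potency is the fitted concentration of half-maximal effect; % of control where 0% means no effect; nearly all actives have a fitted effect of over 60% in size; reporter is driven by a mutant NPC1 promoter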
#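 In 1536-well qHTS, Huh7 cells harboring an NPC1 promoter–luciferase construct received compound for 24 h; activation was quantified by luminescence following luciferase reagent addition.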
# Rab9 prom act: Rab9 promoter activation; Huh7 Rab9 promoter-luciferase reporter, luminescence, 24 h; Potency, µM (series often up to 9.22 µM), for the others: at the highest dose activation, negative = inhibition, usual class: activators; hit rate 2.8% among 320,000; note: potency is the fitted concentration of half-maximal effect; % of control where 0% means no effect; nearly all actives have a fitted effect of over 60% in size
#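 Luminescence read-out: Huh7 cells stably expressing Rab9-luciferase, treated 24 h with compound at 37 °C, then lysed with luciferase reagent for 10 min at ambient before reading.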
# BRCA1 expr act: increases BRCA1 expression; hit rate 1.1% among 380,000; Potency, µM (highest dose often 46.1 µM), for inactives: at the top dose activation, hits mostly activators; AID 624202; MCF7-BRCA1-FFLuc reporter, luminescence, 48 h; response scale: scaled: vehicle 0%, 10 µM genistein 100%; note: potency is the fitted concentration of half-maximal effect; nearly all actives have a fitted effect of over 80% in size; some results filed as inactive show a strong effect at the top dose
#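 Using MCF7 cells harboring a BRCA1 firefly luciferase reporter, plated 2 h before compound pinning, the screen measured luminescence after 48 h incubation. Responses were normalized to DMSO and 10 microM genistein, then fitted for concentration-effect.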
# An asterisk follows results filed as active; ? = inconclusive; . = no result given; & = joins results of further samples; [ ] = dose if it differs, or a comment. Unless noted, calls come from the whole dose curve; as a rule, active = well fitted curve in the direction sought with a large enough effect; inconclusive = small, poorly fitted or top-dose-only effect, or another doubt; inactive = no such curve, though single readings can be large; an effect the other way counts as inactive or inconclusive. The list is partial (hit frequency here may not be typical).
SMILES,Giardia killer,RORg inh,p53 reactivator,FLuc modulator,Menin-MLL TR inh,PKM2 act,VP16 counter,ELG1 genotox,NPC1 promoter act,Rab9 prom act,BRCA1 expr act
Cc1cccc(C(=O)OCC(=O)c2c(C)[nH]c3ccccc23)c1O,6,.,?,?,.,.,.,?,?,?,?
COc1ccc(C(=O)N2c3ccc(F)cc3CCC2C)cc1OC (centres undefined),5,1%,-5%,-1%,-17%,-4%,0%,-1%,-1%,-2%,-9%
S=C(NCCCN1CCOCC1)N1CCN(c2nc(-c3ccc(Cl)cc3)cs2)CC1,-2,-16%,1%,-1%,-18%,-7%,5%,1%,-1%,1%,-67%
COc1ccc(O)c(CN2CCCC(C(=O)Nc3cccc(-n4cccn4)c3)C2)c1 (centres undefined),-3,38%,15%,-1%,.,.,9%,-18%,-3%,-1%,-11%
O=C(NNS(=O)(=O)c1ccc(Cl)cc1)C1CCN(Cc2ccccc2)CC1,-13,-2%,-1%,-5%,-11%,-2%,6%,0%,7%,0%,11%
FC(F)(F)c1nnc(-c2ccccc2)nc1Oc1ccccc1,4,11%,9%,0%,8%,-1%,25%,0%,0%,-5%,13%
O=C(Oc1cccc(NC(=O)c2ccco2)c1)c1cccc(S(=O)(=O)N2CCCC2)c1,-11,?,15%,-17%,?,1%,-5%,19%,-3%,0%,38%
N/C(=N\OC(=O)COc1ccccc1)c1ccccn1,-23,23%,?,?,4%,5%,0%,?,19%,23%,13µM*
COc1ccc(-c2[nH]nc3oc(=O)cc(C)c23)cc1,8,8%,.,-4%,1%,-1%,-3%,.,.,.,-2%
Cc1ccsc1/C=C(\C#N)C(=O)Nc1c(C)n(C)n(-c2ccccc2)c1=O,-12,-6%,-12%,-1%,-19%,16%,4%,-3%,-1%,-6%,-9%
CCOC(=O)NCc1ccc2c(c1)OCO2,0,2%,-2%,1%,0%,22%,1%,1%,1%,0%,0%
Cn1c(=O)c2c(n(Cc3ccccc3)c1=O)NC(=O)C2CC(=O)N1CCc2ccccc2C1 (centres undefined),14,2%,-1%,0%,3%,9%,7%,-1%,-3%,-9%,-8%
O=C(Nc1ccc2oc(-c3ccc4ccccc4c3)nc2c1)c1cccs1,-7,24%,?,5.4µM*,?,6%,-11%,2.9µM*,0.89µM*,1.3µM*,?
CCOC(=O)CSc1nc2c(cnn2-c2ccc(C)cc2)c(=O)[nH]1,-1,-7%,-5%,0%,.,16%,4%,-1%,-6%,0%,-8%
CC1=CC(C)C2C(=O)N(O)C(=O)C2C1 (centres undefined),-6,35%,2%,9%,-1%,-1%,11%,0%,-2%,2%,-16%
O=C(NNc1nc(-c2ccccc2)cs1)c1cccs1,11,7.9µM*,6%,?,.,-3%,?,15%,-5%,3%,-10%
O=C(O)Cc1sc(N/N=C\c2ccccc2)nc1-c1ccccc1,-11,-28%,14%,24µM*,?,-16%,-25%,0%,7%,12%,-5%
CC1CCCCC1NC(=O)C(C)N1C(=O)c2ccccc2C1=O (centres undefined),16,.,-5%,2%,.,.,.,1%,0%,-3%,6%
O=C1CC2(CCCC2)C(=O)N1CN1CCN(S(=O)(=O)c2ccc(Cl)c(Cl)c2)CC1,10,.,1%,-1%,.,.,.,2%,-1%,-1%,-8%
CCC(C)(O)c1[nH]c2ccc(C(F)(F)F)cc2c1C (centres undefined),34[activator],32%,10%,-15%,7%,8%,2%,0%,-3%,0%,0%
N#Cc1ccc(Oc2cc(C(F)(F)F)nc(-c3ccccn3)n2)cc1,-17,7%,4%,5%,13%,-2%,-3%,-2%,-9%,0%,-4%
O=C(c1ccccc1)N1CN2CN(C(=O)c3ccccc3)CC([N+](=O)[O-])(C2)C1,-8,-4%,1%,0%,12%,-2%,-4%,-1%,0%,-3%,-3%
CSc1cccc(NC(=S)N(Cc2ccccc2)Cc2cccnc2)c1,-6,?,-2%,3%,22%,2%,-2%[10 µM],-5%,3%,-8%,-18%
S=C(Nc1ccccc1Cl)N1CCCCC1,-25,-35%,-7%,-7%,3%,-5%,-11%,0%,-2%,-2%,68%
Cc1ccc2c(c1)sc1nc(=O)n(-c3cccc(Cl)c3)c(=O)n12,-3,11%,?,6%&4%,?,-4%,-9%,?,1.6µM*,1.6µM*,1.4µM*
COc1ccc([C@@H]2[C@@H]3C(=O)N(C(C)(C)C)C(=O)[C@@H]3[C@]3(Cc4ccccc4)C(=O)N(c4ccc(Br)cc4)C(=O)N23)cc1,10,39%,5%,-2%,17%,-8%,-2%,1%,-4%,-3%,35%
CCOC(=O)C(NC(=O)C1CCCN1C(=O)OCc1ccccc1)C(=O)OCC (centres undefined),6,-6%,4%,4%,0%,0%,5%,0%,-1%,1%,-4%
CCCc1ccc(C(=O)NNc2ccc(F)cc2)cc1,-16,19%,8%,?,.,-8%,-5%,?,15%,13%,59%
CC(C)(C)OC(=O)N1CCC(NC(=O)c2nc[nH]c2C(=O)N2CCc3ccccc3C2)CC1,4,.,-2%,5%,.,.,.,1%,-1%,-2%,2%
COc1cc(CCCN2C(N)=NC[C@@H]2Cc2ccccc2)cc(OC)c1OC,3,-2%,-1%,1%,.,1%,5%,2%,0%,-1%,21%
CCCn1c(=O)c2c(nc(Br)n2CCC)n(C)c1=O,-9,-9%,-2%,5%,-10%,-4%,8%,-6%,-1%,-7%,1%
C=CCSc1nnc(-c2cc(Br)ccc2N)c(=O)[nH]1,-13,-1%,13%,-14%,-11%,1%,-1%,2%,0%,8%,4%
Cc1ccc(Cn2ncn3c(cc4ccccc43)c2=O)cc1,12,-33%,2%,2%,6%,3%,1%,-2%,-11%,0%,-22%
COC(=O)CCC(=O)NC(=S)Nc1ccc(S(=O)(=O)N2CCCC2)cc1,-23,-2%,1%,-1%,19%,2%,15%,-2%,-1%,-3%,71%
CCCC12CN3CCN(CC(C3)/C1=N\NC(=O)c1ccccc1N)C2,-15,2%,14%,-6%,10%,-4%,-6%,10%,-3%,-2%,-15%
CC(C)NC(=O)NC(=O)CSc1ncc(C(F)(F)F)cc1Cl,2,?,-4%,1%,0%,14µM*,-6%,1%,2%,-5%,-17%
CNc1c(N)n(Cc2ccccc2)c(=O)[nH]c1=O,-3,9%,-7%,0%,-9%,-12%,13%,11%,1%,-2%,12%
CCOC(=O)N1CCN(C(=O)c2ccc(N(Cc3ccccc3)S(C)(=O)=O)cc2)CC1,-4,6%,-1%,0%,-1%,4%,1%,0%,-2%,1%,-8%
CCN(c1ccc(C)c(C)c1)S(=O)(=O)c1c(C)[nH]c(=O)[nH]c1=O,-2,14%,-3%,0%,13%,-1%,6%,-1%,0%,-2%,0%
Cn1c(SCC(=O)N2c3ccccc3Sc3ccccc32)nnc1-c1ccco1,11,-9%,11%,3%,-2%,-5%,3%[0.365 µM],-10%,-2%,-1%,-14%
CCC(C)(C(=O)NC1CCCCC1)N(Cc1ccco1)C(=O)Cc1cccs1 (centres undefined),0,11%,-3%,-6%,?,?,-1%,-3%,-3%,0%,-34%
Cc1cccn2c(=O)c3cc(C(=O)NCC4CCCO4)c(=N)n(C4CCCC4)c3nc12 (centres undefined),-21,?,0%,-2%,-28%,-5%,1%,2%,-1%,-1%,-29%
Cn1c(C(C(=O)NCC2CCCO2)N(CCc2ccccc2)C(=O)Cn2nnc3ccccc32)nc2ccccc21 (centres undefined),8,19%,-1%,4%,-17%,5%,10%,1%,-1%,-8%,-16%
CS(=O)(=O)N(CC(=O)N1CCCCCC1)Cc1ccc(Cl)cc1,6,31%,-8%,2%,.,-1%,-1%,-2%,-1%,-4%,-15%
CCN(C(=O)CSc1nnnn1-c1ccccc1OC)C1CCS(=O)(=O)C1 (centres undefined),-4,.,2%,-2%,.,.,.,-1%,1%,-10%,-3%
Cc1ccc(C2N(c3ccc(Cl)cc3)C(=O)N3CCCN23)cc1 (centres undefined),13,20%,4%,-4%,.,-2%,-1%,2%,-2%,-2%,12%
O=C1CCCN1c1ccc(N2CCCC2=O)cc1,-3,-15%,8%,3%,1%,-17%,3%,1%,-7%,-4%,1%
C=CCOc1c(Br)cc(CNc2ccc(NC(=O)CCC)cc2)cc1OCC,21,?,4%,-2%,?,2%,-6%,-7%,-3%,0%,-32%

# Already shown: entries from further up.
SMILES,Giardia killer,RORg inh,p53 reactivator,FLuc modulator,Menin-MLL TR inh,PKM2 act,VP16 counter,ELG1 genotox,NPC1 promoter act,Rab9 prom act,BRCA1 expr act
O=C1CCCN1c1ccc(N2CCCC2=O)cc1,-3,-15%,8%,3%,1%,-17%,3%,1%,-7%,-4%,1%
C=CCOc1c(Br)cc(CNc2ccc(NC(=O)CCC)cc2)cc1OCC,21,?,4%,-2%,?,2%,-6%,-7%,-3%,0%,-32%
